# Compound activity deposited in PubChem by The Scripps Research Institute Molecular Screening Center.
# GPR151 ag – activators of human GPR151; hit rate 1% among 650,000; Q8TDV0; PathHunter beta-arrestin GPR151 cells, luminescence; activation, % at 11.2 µM; in the data active = activation above about 4.9%;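 note: 0% = median of compound wells and 100% = cells with positive control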
# Target sequence (Q8TDV0 whole entry, looked up): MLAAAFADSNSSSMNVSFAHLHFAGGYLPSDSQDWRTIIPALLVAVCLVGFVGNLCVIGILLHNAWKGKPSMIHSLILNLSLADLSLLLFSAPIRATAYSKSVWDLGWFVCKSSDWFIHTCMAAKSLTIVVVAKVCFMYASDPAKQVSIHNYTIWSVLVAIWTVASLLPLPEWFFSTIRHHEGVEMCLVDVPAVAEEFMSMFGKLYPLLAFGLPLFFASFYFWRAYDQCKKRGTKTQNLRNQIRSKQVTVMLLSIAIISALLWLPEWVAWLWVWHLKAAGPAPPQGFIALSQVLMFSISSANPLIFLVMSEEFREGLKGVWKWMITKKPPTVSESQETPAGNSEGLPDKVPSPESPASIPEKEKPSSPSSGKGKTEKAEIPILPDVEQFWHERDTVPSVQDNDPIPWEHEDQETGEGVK
# TEAD-YAP inh – TEAD-YAP interaction inhibition | HEK-TIYL cells, TEAD-Gal4/YAP UAS-luciferase luminescence | inhibition, % at 9.12 µM | hit rate 1.4% among 640,000 | AID 1259422; in the data active = inhibition above about 32%;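 note: 0% = median of test compound wells and 100% = reference inhibitor wells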
# MITF primary – human MITF inhibition, primary screen; AlphaScreen MITF homodimerization, bead proximity signal; inhibition, % at 2.6 µM; hit rate 0.91% among 650,000; O75030; in the data active = inhibition above about 50%;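 note: 0% = vehicle wells with protein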
# FBW7 activator – human FBW7 E3 ligase activation, primary screen; Q969H0; AlphaScreen FBW7–phospho-cyclin E peptide binding, activator screen; normalized activity (activation), % at 26.1 µM; hit rate 0.13% among 650,000; in the data active = normalized activity above about 1.9%;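 note: purified mutant Fbw7 with reduced substrate affinity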
# Target sequence (Q969H0 whole entry, looked up): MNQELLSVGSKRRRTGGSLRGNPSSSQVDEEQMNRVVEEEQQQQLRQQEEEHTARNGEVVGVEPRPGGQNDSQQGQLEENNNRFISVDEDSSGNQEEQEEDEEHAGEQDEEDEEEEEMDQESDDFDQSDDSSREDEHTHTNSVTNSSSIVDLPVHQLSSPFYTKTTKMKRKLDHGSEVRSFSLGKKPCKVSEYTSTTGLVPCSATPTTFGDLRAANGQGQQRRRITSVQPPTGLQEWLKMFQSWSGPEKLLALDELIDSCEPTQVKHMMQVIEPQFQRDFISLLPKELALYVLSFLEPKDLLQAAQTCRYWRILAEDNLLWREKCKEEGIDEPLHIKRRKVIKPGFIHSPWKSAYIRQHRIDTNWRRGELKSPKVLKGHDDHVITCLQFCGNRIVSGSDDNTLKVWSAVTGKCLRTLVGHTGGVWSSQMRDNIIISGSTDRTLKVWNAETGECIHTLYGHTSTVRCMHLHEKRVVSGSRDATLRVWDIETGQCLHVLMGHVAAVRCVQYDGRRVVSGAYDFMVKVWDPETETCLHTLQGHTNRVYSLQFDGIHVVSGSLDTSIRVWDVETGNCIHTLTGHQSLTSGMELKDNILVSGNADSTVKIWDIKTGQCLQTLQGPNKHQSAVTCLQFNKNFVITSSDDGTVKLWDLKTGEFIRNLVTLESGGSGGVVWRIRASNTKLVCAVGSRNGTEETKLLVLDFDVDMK
# Starred values were filed as active, the others as inactive.
# The opening two compounds, to show the layout:
# Each structure is followed by: GPR151 ag, TEAD-YAP inh, MITF primary, FBW7 activator
CCOc1ccc(-n2cc(C(=O)Nc3cc(Cl)ccc3OC)c3cc(OC)c(OC)cc3c2=O)cc1
    0.2, -9, 7, 0.1
O=c1c2ccccc2ncn1-c1ccccc1[N+](=O)[O-]
    0.2, -1, 0, 0.6

# All compounds of this part, previewed entries included:
# Each structure is followed by: GPR151 ag, TEAD-YAP inh, MITF primary, FBW7 activator
CCOc1ccc(-n2cc(C(=O)Nc3cc(Cl)ccc3OC)c3cc(OC)c(OC)cc3c2=O)cc1
    0.2, -9, 7, 0.1
O=c1c2ccccc2ncn1-c1ccccc1[N+](=O)[O-]
    0.2, -1, 0, 0.6
O=C(NCCc1cccc(Cl)c1)c1cc(Cl)ccc1[N+](=O)[O-]
    -0.4, -12, -5, 0.9
Cc1cncc2c(S(=O)(=O)N3CC[C@@H](NC(=O)OC(C)(C)C)C3)cccc12
    -0.4, -6, 16, 0.1
Cc1cnc(-c2c(C)noc2C)nc1N
    2.6, -11, 8, 0.3
COc1ccc2c(c1)C1=NN(C(C)=O)C(c3ccc(C)cc3)C1CC2 (configuration not stated)
    -0.4, -2, 4, -0.1
COC(=O)NNc1ncnc(N)c1[N+](=O)[O-]
    -0.4, 3, 10, 0.0
CCCCN1C(=O)CC(Sc2ncccc2C(=O)O)C1=O (configuration not stated)
    0.1, 0, -15, 0.3
O=C(NCCOc1ccccc1-c1ccccc1)c1cc(C(=O)NCCOc2ccccc2-c2ccccc2)cc([N+](=O)[O-])c1
    -1.0, 6, -4, -0.2
Cc1c(C(=O)Nc2ccc(F)cc2Cl)sc2ncnc(N3CCc4ccccc4C3)c12
    -0.4, 0, 5, -0.1
CCn1c(NN)nc2ccccc2c1=O
    0.0, -6, -4, 0.0
COc1ccc(/C(C)=N/NC(=S)NCc2ccccc2)cc1OC
    1.7, -9, 13, 0.0
O=C(COC(=O)c1ccc(-n2c(=O)c3ccccc3c3ccccc3c2=O)cc1)c1ccc(Br)cc1
    0.6, 9, 9, -0.1
CCOC(=O)c1cc2c(ccn2C)n1CC(=O)N1CCN(c2ccccc2)CC1
    -0.3, 1, 7, -0.2
O=C(NCc1ccccc1)c1cncc(Nc2cccnc2)c1
    2.2, -11, 5, -0.1
CCn1c(-c2ccc(F)cc2)cnc1SCC(=O)Nc1cccc(NC(C)=O)c1
    -0.3, -50, 17, 0.2
N#CCOC(=O)c1c2c(nc3ccccc13)CCC2
    -1.0, -1, 13, -0.1
Cc1cccc(C(=O)Nc2ccc3c(c2)C(=O)NC3=O)c1
    -2.1, -8, 3, 0.2
COc1ccccc1C(=O)Nc1nnc(-c2ccccc2SCc2ccccc2)s1
    3.1, 4, 5, -0.2
CCCCOc1ccc(Cc2n[nH]c(=S)n2N)cc1
    -0.1, 12, 17, -0.1
CC(OC(=O)c1ccc([N+](=O)[O-])o1)C(=O)Nc1cccc(C(F)(F)F)c1 (configuration not stated)
    -0.6, 3, 2, -0.1
COc1ccccc1-n1cnc2cc(C(=O)NCC3CCCO3)ccc21 (configuration not stated)
    -1.2, -3, 16, -0.1
CCCN1CC=C2C(C#N)=C(N)C(C#N)(C#N)C(c3c(OC)ccc4ccccc34)C2C1 (configuration not stated)
    0.4, -7, 4, 0.0
Cc1ccc(CN[C@H]2C[C@H]3C(=O)N[C@@H](Cc4c[nH]c5ccccc45)C(=O)N3C2)c(C)c1
    -1.6, 10, 17, 0.8
CC(=O)c1ccc(NC(=O)COc2ccc3c(c2)CCC3)cc1
    1.1, 0, -6, 0.0
O=C(Nc1ccccc1)c1cc(NCCCN2CCCC2=O)nc2ccccc12
    0.6, -3, -1, -0.1
CC1=C(C#N)C(c2cccc3ccccc23)C2=C(CC(C)(C)CC2=O)N1 (configuration not stated)
    -1.5, 6, 13, 0.2
Cc1nc2cc(C(=O)N3CCc4c(nc(N5CCOCC5)[nH]c4=O)C3)ccc2n1C
    -0.4, 2, 2, 0.3
CN(C)NC(=S)NC1(C)CCS(=O)(=O)C1 (configuration not stated)
    0.1, -8, 0, 0.0
O=C1NC(c2cccc(Br)c2)Nc2ccccc21 (configuration not stated)
    1.4, 49*, -10, 0.2

# Five entries already listed, ordered by formula weight, smallest number first:
# Each structure is followed by: GPR151 ag, TEAD-YAP inh, MITF primary, FBW7 activator
CCn1c(NN)nc2ccccc2c1=O
    0.0, -6, -4, 0.0
O=c1c2ccccc2ncn1-c1ccccc1[N+](=O)[O-]
    0.2, -1, 0, 0.6
Cc1nc2cc(C(=O)N3CCc4c(nc(N5CCOCC5)[nH]c4=O)C3)ccc2n1C
    -0.4, 2, 2, 0.3
CCCN1CC=C2C(C#N)=C(N)C(C#N)(C#N)C(c3c(OC)ccc4ccccc34)C2C1 (configuration not stated)
    0.4, -7, 4, 0.0
O=C(NCCOc1ccccc1-c1ccccc1)c1cc(C(=O)NCCOc2ccccc2-c2ccccc2)cc([N+](=O)[O-])c1
    -1.0, 6, -4, -0.2

# New compounds follow:
# Each structure is followed by: GPR151 ag, TEAD-YAP inh, MITF primary, FBW7 activator
CC(C)CC(c1nnnn1CC1CCCO1)N1CCN(C)CC1 (configuration not stated)
    -1.2, 1, 12, 0.2
O=C(C1CC1)N1CCC[C@@H](Cn2nc(-c3cccs3)ccc2=O)C1
    0.1, 0, -17, 0.1
CC(C)(C)c1ccc(C(=O)OC(c2ccc3c(c2)OCO3)c2nccc3ccccc23)cc1 (configuration not stated)
    2.2, 10, 5, 0.1
Cc1ncn(-c2ccc(Nc3nccc(-c4cccc(S(C)(=O)=O)c4)n3)cc2)n1
    -0.4, 47*, -6, 0.0
COc1ccc2nc(C)c3c(c2c1)OC(CBr)C3 (configuration not stated)
    -0.3, -9, 1, -0.1
CCNC(=O)N1CCC(Oc2ccc(-c3ccccc3CN(C)C)cc2)CC1
    -0.7, -5, -2, -0.1
CC(=O)Nc1ccc(S(=O)(=O)Nc2ccc(C(F)(F)F)cc2[N+](=O)[O-])cc1
    7.8*, 9, 6, -0.1
COCCNCC(O)CON=C1c2ccccc2-c2ccccc21 (configuration not stated)
    -0.4, 1, 6, 0.1
NC1=NC(=O)/C(=C/c2cn(CCC(=O)O)nc2-c2ccc(Cl)cc2)S1
    0.6, 9, -1, 0.0
CNC(=O)c1c(-c2ccc(C)cc2)nc2ccccn12
    -0.7, -28, -3, -0.1
COc1ccc(-c2nc3scc(CCNC(=O)Cc4cccc(C)c4)n3n2)cc1
    0.1, 8, 3, -0.1
COC(=O)c1cc(NC(=O)S(=O)(=O)c2ccccc2)cc(C(=O)OC)c1
    -0.2, -5, -1, 0.5
O=C(NCc1ccccc1)C1CCCN(S(=O)(=O)c2ccc(Br)cc2)C1 (configuration not stated)
    0.2, 1, 4, 0.0
C=CCN(CC(=O)NCc1ccccc1)C(=O)c1csnn1
    0.6, 0, -1, -0.1
Cc1nc2c3cccnc3nn2c(C)c1CCC(=O)NCCc1c[nH]c2ccccc12
    -0.3, -2, 6, 0.3
CCOCCOC(=O)C1=C(C)NC2=C(C(=O)CC(c3cccs3)C2)C1c1ccccc1OCC (configuration not stated)
    -0.7, 0, -1, 0.1
CCN(CC)C(=O)c1ccccc1NC(=O)c1cccc(S(=O)(=O)N2CCCC2)c1
    -0.6, 4, 2, 0.0
NS(=O)(=O)c1ccc(S(=O)(=O)Nc2ccc(F)c(Cl)c2)cc1
    -0.8, -2, 12, 0.0
O=C(CNc1ccc(Cl)cc1Br)NN=C1CCCCC1
    0.5, -1, 6, 0.1
COc1ccc(CCNc2nc(-c3ccccc3)nc3c2ncn3-c2ccccc2)cc1
    0.3, -1, 12, 0.1
CCc1ccc(OCc2nnc(SCC(=O)NC3CCCCC3)o2)cc1
    -0.6, -8, 8, 0.1
CO/N=C(\CSc1cccc(OC)c1)c1sc2ncnn2c1C
    1.9, 2, -48, 0.1
O=C(/C=C/Nc1ccc(F)cc1F)c1ccccc1
    -1.9, 84*, -23, 0.0
COc1ccc(C2CC(=O)C3=C(C2)NC(C)=C(C(=O)OC2CCCCC2)C3c2ccc(SC)cc2)cc1OC (configuration not stated)
    -0.3, 14, -1, 0.0
CCC(=O)NC(=S)Nc1ccc([N+](=O)[O-])cc1
    0.8, 4, 1, -0.2
O=C(c1ccc(N2CCC(Cc3ccccc3)CC2)c([N+](=O)[O-])c1)N1CCC2(CC1)OCCO2
    -1.5, 0, 6, -0.3
CCOc1ccc2[nH]cc(C(=O)NCCN)c(=O)c2c1
    -1.8, -11, -9, 0.1
CCOC(=O)c1c(NC(=O)C(C)Sc2nnc(CNC(=O)c3cccs3)n2C)sc2c1CCCCC2 (configuration not stated)
    -1.0, -16, -10, 0.1
COC(=O)C1=C(C)N=c2s/c(=C\c3ccc(N(C)C)cc3)c(=O)n2C1c1ccc(OC)c(OC)c1 (configuration not stated)
    -0.2, 1, -1, 0.0
CCOc1cc(C#N)cc(I)c1OCC(=O)O
    0.2, -4, 8, -0.1
Cn1ccnc1SCC(=O)Nc1ccccn1
    -0.4, -13, 2, 0.0
Nc1nnc(-c2ccccc2SCc2ccccc2)s1
    1.8, -5, 11, 0.1
CCCCc1ccc(-c2ccc(CC)cn2)cc1
    -1.7, 10, 4, 0.0
CC(C)N(CCNC(=O)c1ccc2nc(N3CCc4ccccc4C3)sc2c1)C(C)C
    2.4, -3, -10, 0.0
CN(C)CCCNc1ncnc2ccc(Br)cc12
    0.2, 4, -9, -0.3
CC(=O)Nc1ccc(NC(=O)c2nc(-c3ccc(Cl)cc3)n3c2CCCCC3)cn1
    -1.4, 0, 6, 0.4
CC(NC(=O)Oc1c(Cl)cc(Cl)c2ccccc12)(C(F)(F)F)C(F)(F)F
    -0.1, -7, 2, 0.0
CCN1CCCC1CNC(=O)c1sc2ncn(CC)c(=O)c2c1C (configuration not stated)
    2.5, 4, 4, -0.1
COC(=O)c1ccc(Nc2nnc(C(C)(C)C)c(=O)[nH]2)cc1
    -1.5, -13, 11, 0.7
CC(=O)NC(=O)c1cc2cc(Cl)cc(Cl)c2oc1=Nc1cccc(F)c1
    0.3, 8, 22, 0.4
CC[C@@H](Cn1nc(-c2cccs2)ccc1=O)NC(=O)c1cnc(C)cn1
    0.6, 6, 9, -0.1
Nc1nc(SCc2csc(-c3ccc(Cl)cc3)n2)n[nH]1
    -1.3, -25, -14, 0.0
CCOc1ccccc1C(=O)Nc1nnc(SCC)s1
    0.5, -9, -16, 0.0
CCCOc1ccc(/C(O)=C2/C(=O)C(=O)N(CCCN3CCOCC3)C2c2ccc(C(C)C)cc2)c(C)c1 (configuration not stated)
    1.7, -3, 17, 0.0
O=Cc1c(Cl)nc2ccccn2c1=O
    0.7, 9, 5, 0.0
CC1C=CCC2C(=O)N(c3ccccc3OC(=O)c3cccc([N+](=O)[O-])c3)C(=O)C12 (configuration not stated)
    0.6, 6, -9, 0.0
Cc1ccn2c(NC3CCCCC3)c(-c3ccc(Cl)cc3)nc2c1
    0.0, -13, -2, 0.3
CCN(CC)C(=O)CSc1ncnc2sc(-c3ccccc3)cc12
    -0.5, -55, -8, 0.0
CC(C)(C)NC(=O)C1CCN(Cc2ccc3c(c2)OCO3)CC1
    -0.7, 7, 20, 0.0
COC(CNC(=O)c1ccc2c(c1)ncn2-c1ccc(C)c(Cl)c1)OC
    -0.8, -6, 16, 0.8

# The results go on.
# Each structure is followed by: GPR151 ag, TEAD-YAP inh, MITF primary, FBW7 activator
Cc1cc(C)nc(SCC(=O)N/N=C\c2ccc(F)cc2)n1
    -1.9, -1, 5, 0.1
Cn1c(SCC(=O)N2CCCC2)nnc1-c1ccc([N+](=O)[O-])cc1
    -0.8, 6, 13, 0.7
COc1cc(CNC23CC4CC(CC(C4)C2)C3)cc2c1OCO2
    -0.4, 1, -8, -0.2
Cc1ccc(CNC(=O)NCc2ccc(C)cc2)cc1
    -1.9, -3, 6, 0.5
Cn1nc(C(=O)Nc2ccc(F)cc2F)c2c1-c1ccccc1OC2
    -2.0, -7, 10, 0.1
COC(=O)c1ccccc1NC(=O)COc1ccc(S(=O)(=O)NCC(C)C)cc1C
    -1.8, 1, 0, 0.1
CN(Cc1ccco1)C(=O)CCc1nnc(CCCc2ccccc2)o1
    -1.1, -10, -1, 0.2
CC1SCC(=O)N(CC(=O)Nc2ccc3c(c2)OCO3)C1=O (configuration not stated)
    1.4, -8, 1, 0.1
CCN1C(=O)c2cccc3c(NC(=O)c4ccc(S(=O)(=O)N(C)c5ccccc5)cc4)ccc1c23
    1.9, 24, 11, 0.2
c1ccc(N2CCN(c3nnc(Cc4cccnc4)c4ccccc34)CC2)nc1
    0.4, -1, 8, 0.4
O=C(COCC(=O)OCCNC(=O)c1cccnc1)OCCNC(=O)c1cccnc1
    -1.0, 0, 28, 0.0
CN1CCN(C(c2ccccc2F)c2nnnn2Cc2cccs2)CC1 (configuration not stated)
    -0.2, 28, 14, 1.1
COc1cc(CN2CCN(C(=O)c3ccc(F)cc3)CC2)cc(OC)c1OC
    -0.4, 1, 50, 0.3
CC1=C(C(=O)OCC2CCCO2)C(c2cccs2)C2=C(CCCC2=O)N1 (configuration not stated)
    0.6, 0, 4, -0.2
COc1ccc2[nH]cc(NC(=O)N3CCC(O)CC3)c(=O)c2n1
    1.0, -4, 9, -0.2
O=C(Cc1ccc(Cl)cc1)Nc1cccc(-c2nnc(-c3ccco3)o2)c1
    -0.2, 7, 11, 0.5
COc1ccc(C(=O)/C=C2/NCC3c4ccccc4CCN3C2=O)cc1OC (configuration not stated)
    -0.6, 10, 10, 0.2
COCCOC(=O)C1=C(C)NC2=C(C(=O)CC(c3ccc(OC)c(OC)c3)C2)C1c1ccc(Cl)c(Cl)c1 (configuration not stated)
    1.5, 19, 4, 0.5
Cc1sc2nc(C(C)C)n(C3CCN(CC(=O)N(C)C)CC3)c(=O)c2c1C
    -0.6, 4, 7, 0.3
CC(C)(C)c1ccc(C(=O)N/C(=C\c2ccc([N+](=O)[O-])cc2)C(=O)Nc2cc(Cl)ccc2Cl)cc1
    -0.3, -13, -1, 0.2
